CFTR F508del cor = correctors of CFTR F508del function in bronchial epithelial cells. CFBE cells, YFP halide quenching; stimulated with forskolin plus potentiator P3; % fluorescence drop versus neutral controls. activity (quench increase), % at 7.58 µM. hit rate 0.36% among 350,000. AID 720511;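 active means mean added fluorescence quench of at least 8% versus neutral control, with both replicates also reaching 8%; inconclusive means only one of the mean or replicate conditions met; inactive means mean below 8% and not both replicates reaching 8%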;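 further: cells transiently co-express mutant CFTR-F508del with the halide-sensitive YFP; corrector assay measuring rescue of mutant channel to the surface after 24 h compound exposure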
Casp6 inh = blocks human caspase-6 cleavage activity; hit rate 0.53% among 350,000; inhibition, % at 12.5 µM; AID 686996; P55212; purified caspase-6, Z-VEID-R110 cleavage fluorescence;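 active means mean inhibition across replicates at least about 35%, with every replicate also reaching that limit, limit read from the data; inconclusive means only one of the two criteria met; inactive means neither criterion met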;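 further: 0% = median of neutral control wells and 100% = no fluorescence left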
ERp5 block = inhibitors of human ERp5. hit rate 0.05% among 350,000. AID 651711. ERp5 insulin aggregation, absorbance 650 nm, 90 min. inhibition, % at 9.99 µM. Q15084;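 active means mean replicate inhibition above about 25%, with every replicate also reaching it, limit read from the data, passing the limit was not always enough; inconclusive means only one of those two criteria met; inactive means neither criterion met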
SIRT5 inh = inhibitors of human sirtuin-5 desuccinylase; Q9NXA8; Purified SirT5, succinyl-peptide AMC, trypsin-coupled fluorescence; inhibition, % at 15 µM; hit rate 1.1% among 330,000; AID 652115; in the data active means inhibition above about 15%; inconclusive means no clear call, values can overlap the other calls
ERAP1 HTS inh = inhibitors of human ERAP1 aminopeptidase; recombinant ERAP1, Leu-AMC fluorescence, 60 min; hit rate 0.15% among 340,000; inhibition, % at 10.7 µM;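 active means mean replicate inhibition of at least 30%, or all replicates individually reaching that 30% level; inactive means mean below 30% and not every replicate reaching it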;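 further: 0% = neutral control wells and 100% = L-leucinethiol positive control wells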
Target sequence (Q9NZ08 whole entry, looked up): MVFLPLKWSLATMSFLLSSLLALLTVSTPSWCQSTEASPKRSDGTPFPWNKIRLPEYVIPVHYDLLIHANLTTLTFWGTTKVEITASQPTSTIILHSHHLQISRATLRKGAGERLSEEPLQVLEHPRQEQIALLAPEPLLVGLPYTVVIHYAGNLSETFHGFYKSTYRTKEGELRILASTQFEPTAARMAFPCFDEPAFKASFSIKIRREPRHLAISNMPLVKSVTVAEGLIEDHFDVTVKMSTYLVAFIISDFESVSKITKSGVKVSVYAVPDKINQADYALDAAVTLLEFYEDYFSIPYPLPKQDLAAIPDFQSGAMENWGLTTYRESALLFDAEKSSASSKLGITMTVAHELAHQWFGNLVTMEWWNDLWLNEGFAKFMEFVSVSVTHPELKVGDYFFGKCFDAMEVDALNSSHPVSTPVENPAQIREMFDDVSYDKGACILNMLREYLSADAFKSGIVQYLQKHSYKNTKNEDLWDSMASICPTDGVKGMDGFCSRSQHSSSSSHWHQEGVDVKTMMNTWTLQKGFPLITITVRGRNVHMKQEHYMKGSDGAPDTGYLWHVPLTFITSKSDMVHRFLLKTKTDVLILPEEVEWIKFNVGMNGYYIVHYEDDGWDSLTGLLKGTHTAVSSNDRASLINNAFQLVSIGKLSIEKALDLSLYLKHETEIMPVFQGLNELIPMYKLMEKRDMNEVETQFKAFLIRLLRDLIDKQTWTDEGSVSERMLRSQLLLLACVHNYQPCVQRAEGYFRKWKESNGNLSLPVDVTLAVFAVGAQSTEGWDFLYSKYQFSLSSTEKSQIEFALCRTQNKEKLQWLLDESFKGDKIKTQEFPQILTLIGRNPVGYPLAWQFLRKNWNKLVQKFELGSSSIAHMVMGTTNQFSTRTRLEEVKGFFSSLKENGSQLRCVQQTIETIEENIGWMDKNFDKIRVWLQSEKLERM
miR-122 sensor = miR-122 inhibition in Huh7 cells | Huh7 miR-122 Renilla luciferase sensor, 48 h; neutral wells = 0, positive control = 100 | AID 602342 | hit rate 0.3% among 340,000 | activation (reporter increase), % at 12.5 µM;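 active means mean replicate activation score at least 90 and every replicate individually at or above 90; inconclusive means only one of the two criteria met; inactive means neither criterion met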;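 further: higher luciferase means less miR-122 activity so hits act as miR-122 inhibitors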
DENV2 CPE rescue = inhibitors of DENV2 cytopathic effect. hit rate 1.7% among 350,000. DENV2-infected cells, cytopathic effect rescue, plate reader. CPE inhibition, % at 9.99 µM; in the data active means CPE inhibition above about 20%, passing the limit was not always enough; inconclusive means no clear call, values can overlap the other calls; tested in BHK-21 cells;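 further: 0% = median of neutral control wells and 100% = median of positive control wells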
Numbers without * were called inactive; ? = inconclusive; · = no result given; [ ] = another dose, or the depositor's remark.

SMILES	CFTR F508del cor	Casp6 inh	ERp5 block	SIRT5 inh	ERAP1 HTS inh	miR-122 sensor	DENV2 CPE rescue
CCc1cc2c(=O)oc(-c3ccccc3F)nc2s1	0.7	22	-2	9	0	-2	7
COC(C(=O)NNS(=O)(=O)c1ccccc1[N+](=O)[O-])c1ccccc1 (stereo not given)	-1.0	-1	3	2	-7	0	1
N#Cc1ccc(-c2ccc3c(c2)[C@@H]2[C@@H](CCN2C(=O)c2ccncc2)[C@H](CO)N3)cc1	2.6	0	-1	0	-3	-5[16.7 µM]	12
NC(=O)CNC(=O)C1CCN(S(=O)(=O)c2ccc(-n3cnnn3)cc2)CC1	-1.3	0	-3	·	-4	-10	-6
Cc1nc(/N=C(\N)NC(=O)NC2CCCCC2)nc2ccccc12	12*	2	4	1	·	-11	-13
CCOc1ccc(Br)cc1CNCCN1CCOCC1	·	-14	1	-1	-5	·	8
C/C=C/c1ccc([C@@H]2[C@@H](C#N)N(S(=O)(=O)c3cccc(F)c3)[C@@H]2CO)cc1	2.1	-2	5	2	-6	·	-5
CCc1ccc(OCC(=O)Nc2ccc(N3CCN(C(=O)c4ccccc4)CC3)cc2)cc1	0.4	-11	0	3	1	-6	0
O=C(Nc1ccc(Cc2ccncc2)cc1)c1ccc([N+](=O)[O-])o1	2.2	3	0	-6	3	-5	-3
O=C(CSc1nnc(-c2ccncc2)n1Cc1ccccc1)NC1CCCc2ccccc21 (stereo not given)	·	-1	-2	-1	12	·	-2
COc1ccc2oc(=O)c(C(=O)Nc3ccccc3C)cc2c1	·	3	4	-4	0	·	2
C=CCc1ccccc1OCCNCc1ccccc1	1.2	-3	5	-1	-4	·	2
C[C@H]1CN([C@@H](C)CO)C(=O)c2cccc(NC(=O)C3CC3)c2O[C@H]1CN(C)S(C)(=O)=O	2.4	0	-3	-4	-2	-5[16.7 µM]	0
COCC(=O)N(C)C[C@@H]1Oc2cc(C#CCN(C)C)ccc2S(=O)(=O)N([C@@H](C)CO)C[C@@H]1C	0.2	-1	-1	1	-4	-1[16.7 µM]	-3
CC1(C(=O)O)CCC(C(=O)Nc2ccc(OC(F)(F)Cl)cc2)C1(C)C (stereo not given)	·	-1	-1	-4	3	-1	-2
CCS(=O)(=O)N1CC2(C1)[C@@H](c1ccccc1)[C@H](CO)N2Cc1ccccn1	1.1	0	6	6	-6	·	22*
CCCN1[C@H](C(=O)N2CCCCC2)[C@@H](CO)[C@@H]2Cn3c(ccc(-c4ccccc4F)c3=O)[C@@H]21	1.6	2	-5	-22	-1	0[16.7 µM]	0
CCN(CC)S(=O)(=O)c1cc(C(=O)Oc2cccc(-c3cnc4ccccc4n3)c2)ccc1OC	·	-1	-6	0	10	·	1
Cc1ccc(S(=O)(=O)N2C[C@H]3C(=O)C[C@@H]4C(=O)N(c5ccccc5)C(=O)[C@@H]4[C@@H]3C[C@H]2c2cccc(Cl)c2)cc1	-1.6	1	-6	-4	·	-2	0
CC1(C)CC(=O)C2=C(C1)NC1=C(C(=O)c3ccccc31)C2c1ccccc1 (stereo not given)	·	4	-7	-3	-5	·	-6
Cc1sc2ncnc(SCC(=O)N3CCOCC3)c2c1C	0.6	3	1	1	-4	-13	-5
CN(C)/C=N/NC(=O)c1ccc(Cl)cc1	-2.0	3	-1	-1	0	-6	4
CCCNC(=O)C[C@H]1C[C@@H]2c3cc(NC(=O)COC)ccc3O[C@@H]2[C@@H](CO)O1	4.5	15	-2	-3	1	-1[16.7 µM]	-2
CSc1ccc(-c2nc(CSCC(=O)N3CCOCC3)c(C)o2)cc1	·	6	0	-4	3	6	·
O=C1NC[C@H](Cc2ccc(O)cc2)N(C[C@H]2CCCN2C[C@H](Cc2ccc(O)cc2)N2C[C@H](Cc3ccc(O)cc3)N(CCc3ccccc3)C(=O)C2=O)C1=O	-0.4	-4	0	·	1	-2	?
Cc1ccc(S(=O)(=O)Nc2ccc3c(c2)C(=O)N([C@H](C)CO)C[C@@H](C)[C@H](CN(C)Cc2ccncc2)O3)cc1	1.3	1	2	0	0	-2[16.7 µM]	-6
O=C(C[C@@H]1C=C[C@H](NS(=O)(=O)c2ccccc2)[C@H](CO)O1)N1CCC(Cc2ccccc2)CC1	-0.4	2	-1	-6	2	·	6
C[C@H](NC(=O)c1nc[nH]c1C(=O)NC1CCNCC1)C(=O)OC(C)(C)C	2.9	2	1	·	-7	-8	6
CC(C)SCC(=O)Nc1ncc2c(n1)-c1ccccc1CC2	1.4	1	0	0	3	·	3
CCc1ccc(NC(=O)c2noc(C(C)C)c2[N+](=O)[O-])cc1	-1.3	0	5	0	12	·	·

Rewritten with each value named: part of the list above
Cc1ccc(S(=O)(=O)N2C[C@H]3C(=O)C[C@@H]4C(=O)N(c5ccccc5)C(=O)[C@@H]4[C@@H]3C[C@H]2c2cccc(Cl)c2)cc1
- CFTR F508del cor = -1.6
- Casp6 inh = 1
- ERp5 block = -6
- SIRT5 inh = -4
- ERAP1 HTS inh = ·
- miR-122 sensor = -2
- DENV2 CPE rescue = 0
CC1(C)CC(=O)C2=C(C1)NC1=C(C(=O)c3ccccc31)C2c1ccccc1 (stereo not given)
- CFTR F508del cor = ·
- Casp6 inh = 4
- ERp5 block = -7
- SIRT5 inh = -3
- ERAP1 HTS inh = -5
- miR-122 sensor = ·
- DENV2 CPE rescue = -6

Following part.
SMILES	CFTR F508del cor	Casp6 inh	ERp5 block	SIRT5 inh	ERAP1 HTS inh	miR-122 sensor	DENV2 CPE rescue
CCOc1cc(/C=C2\C(=N)N3N=C(C)SC3=NC2=O)ccc1OCCOc1cccc(OC)c1	-1.9	-2	1	1	2	·	-3
C[C@@H]1CN([C@H](C)CO)C(=O)Cc2cc(NS(=O)(=O)c3cn(C)cn3)ccc2O[C@@H]1CN(C)CC1CCCCC1	0.4	1	2	-2	0	-1[16.7 µM]	34*
COC(=O)c1ccc(=O)c2nc3/c(=C/O)c(O)cc(=O)c3[nH]c12	-0.8	66*	5	20*	3	0	42*
O=C(Nc1cccnc1Cl)c1cc2c(s1)-c1ccccc1OC2	-2.2	4	-3	1	-1	-4	-1
COCCNC(=S)N(CCCO)Cc1cc2cc3c(cc2[nH]c1=O)OCO3	1.8	-3	0	2	7	8	1
CC1(c2ccccc2)NC(=O)N(CC(=O)Nc2ccc(N3CCOCC3)cc2N2CCOCC2)C1=O (stereo not given)	-2.8	-5	-7	-1	0	7	-1
O=C(c1n[nH]c(=O)c2ccccc12)N1CCN(S(=O)(=O)c2ccccc2Cl)CC1	-4.8	2	1	-1	5	3	-7
CN(C)CC(=O)N[C@H]1CC[C@H](CCNC(=O)C2CCCCC2)O[C@@H]1CO	4.3	-1	2	2	1	·	-5
COc1ccc(OCC(=O)Nc2ccc3c(c2)nc(CCN2CCCCC2)n3C)cc1	0.0	-7	7	-1	-4	1	1
Cc1cccc(-n2ncc3c(NCCCn4ccnc4)ncnc32)c1	-0.5	0	1	-3	-6	2	-2
CCCCN(C=O)c1c(CC)nc2c(OCc3ccccc3C)cccn12	-0.3	4	3	-2	1	2	11
CC(C)C[C@H]1COc2cccc(N3CCN(Cc4ccccc4F)CC3)c2S(=O)(=O)N1	-0.9	0	0	2	·	·	9
CCc1ccc2nc(Nc3ncc(C(C)=O)c(C)n3)nc(C)c2c1	-0.3	0	2	1	·	·	1
CN(C)c1ccc(NC(=O)CN2CCN(c3ccc(F)cc3)CC2)cc1	-2.7	0	-2	1	0	-4	8
COCCNC(=O)c1cccc(OC2CCN(Cc3ccc(Cl)c(F)c3)CC2)c1	-0.9	-6	5	-7	-1	-16	3
CC(C)n1cc(C(=O)N2CCCC(Nc3ccc(F)c(F)c3)C2)cn1 (stereo not given)	-0.8	-1	-3	-3	0	-2	-1
COc1ccc2c3c([nH]c2c1)[C@H](CO)N(C(=O)C1CCCC1)CC31CCN(S(C)(=O)=O)CC1	-3.6	1	2	0	-8	·	6
COCC(=O)N(C)C[C@H]1[C@H](c2ccccc2)[C@H](CO)N1C(=O)Cc1cccnc1	-0.3	6	1	1	-1	8[16.7 µM]	15
O=C(Nc1ccc(-c2cnco2)cc1)c1ccc(Cl)cc1	-2.1	4	4	-5	2	1	13
O=C1C2C3C=CC(CC3)C2C(=O)N1/N=C/c1c(O)ccc2ccccc12 (stereo not given)	-1.9	2	2	-4	-4	·	0
CC(=O)NC(=O)c1cnn(-c2ccccc2)c1N	1.4	1	3	-5	5	·	-3
COc1cc(S(=O)(=O)N(Cc2ccccn2)Cc2ccco2)ccc1-n1cnnn1	2.3	4	-1	0	4	29	5
O=C(CCN1C(=O)C2CC=CCC2C1=O)Nc1ccc(S(=O)(=O)N2CCCCC2)cc1 (stereo not given)	5.2	1	1	-5	1	·	-5
N#Cc1cccc(-c2ccc3c(c2)[C@@H]2[C@@H](CCN2Cc2ccc4c(c2)OCO4)[C@@H](CO)N3)c1	-0.6	0	-3	-1	-1	7[16.7 µM]	-21
O=S(=O)(c1ccccc1)N1CCCCN2[C@@H](CO)[C@@H](c3ccc(C#Cc4cccnc4)cc3)[C@@H]2C1	1.5	-2	-1	0	1	-4[16.7 µM]	4
Cc1nc(-c2ccc(C(F)(F)F)cc2)sc1C(=O)NN	5.2	-2	1	·	·	·	-5
COc1ccc(CCNC(=O)CSc2nc3[nH]ncc3c(=O)n2-c2ccc(Cl)cc2Cl)cc1OC	0.7	3	3	0	-2	·	6
C[C@@H]1CN([C@@H](C)CO)C(=O)c2cc(NC(=O)CCC(F)(F)F)ccc2O[C@@H](C)CCCCO[C@H]1CN(C)C(=O)Nc1cccc2ccccc12	2.5	·	·	·	·	61[16.7 µM]	26*
O=C(C1CCN(S(=O)(=O)c2cccc3nonc23)CC1)N1CCCCC1	0.0	0	1	1	0	3	3
CCOC(=O)c1sc(NC(=O)Nc2ccccc2)cc1C	·	2	0	5	-8	·	2

(next part)
SMILES	CFTR F508del cor	Casp6 inh	ERp5 block	SIRT5 inh	ERAP1 HTS inh	miR-122 sensor	DENV2 CPE rescue
CC(=O)NC1CCC(=O)C=C1c1ccccc1 (stereo not given)	0.1	-3	-2	·	0	·	-8
S=c1[nH]nc(C2CCCCC2)n1/N=C/c1ccc(Br)cc1	2.1	0	2	-1	0	·	3
Cc1cccc(C(=O)N2CCC(=O)N(C(COCc3ccc(Cl)cc3)Cc3ccccc3)CC2)c1 (stereo not given)	-1.1	0	0	-2	-1	-7	1
Cc1cccc(NC(=O)[C@@H]2CCCN2C(=O)OC(C)(C)C)c1	-1.8	0	3	0	3	·	-8
O=C(NNC(=O)C1CC(=O)N(Cc2ccccc2)C1)c1ccc(F)cc1 (stereo not given)	-0.3	3	3	-1	-2	-2	7
CCC1(c2ccccc2)NC(=O)N(CC(=O)NC2CCCCCC2)C1=O (stereo not given)	-2.2	1	-3	-4	2	·	-1
CCC(=O)Nc1ccc2c(c1)C(=O)N(C)[C@@H]1CC[C@H](CC(=O)N[C@@H](C)c3ccccc3)O[C@@H]1CO2	-0.3	1	2	5	1	2[16.7 µM]	139*
O=C(O)c1ccc(CNC(=O)C2CCN(S(=O)(=O)c3ccc4c(c3)OCCO4)CC2)cc1	1.0	1	3	·	-9	0	1

Source: PubChem (Broad Institute)
